# Apaf1 inhib – human Apaf-1 inhibition. O14727. reconstituted apoptosome caspase-3 activity, DEVD-Rh110 fluorescence. inhibition, % at 20 µM. hit rate 0.71% among 330,000; active = inhibition of at least 40% at 20 µM;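 note: plate controls were DMSO wells for no effect and DEVD-CHO caspase inhibitor wells for full effect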
#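 Material: reconstituted apoptosome with Apaf-1, cytochrome c, caspase-9, procaspase-3, dATP; medium: pH 7.5 Hepes buffer with CHAPS, BSA, DTT; also added: cytochrome c and DEVD-Rh110 substrate; timing: 30 min plus 50 min, RT; signal: Rh110 fluorescence intensity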
# SENP8 inh – inhibitors of human SENP8 protease; purified SENP8, Z-RLRGG-aminoluciferin cleavage, luminescence; inhibition, % at 10 µM; hit rate 1.2% among 330,000; AID 2540
# Target sequence (Q96LD8 whole entry, looked up): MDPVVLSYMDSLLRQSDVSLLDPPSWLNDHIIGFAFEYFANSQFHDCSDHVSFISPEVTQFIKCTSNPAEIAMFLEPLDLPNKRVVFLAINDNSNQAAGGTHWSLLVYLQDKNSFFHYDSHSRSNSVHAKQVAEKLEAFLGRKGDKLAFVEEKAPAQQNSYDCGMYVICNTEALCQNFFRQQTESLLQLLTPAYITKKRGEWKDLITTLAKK
# UBC13 inh – human UBC13 polyubiquitination inhibition; P61088; UBC13 polyubiquitin chain formation, TR-FRET; inhibition, % at 20 µM; hit rate 0.47% among 330,000; AID 485273; in the data active = inhibition above about 45%, passing the limit was not always enough; inconclusive = no clear call, values can overlap the other calls
# Target sequence (P61088 whole entry, looked up): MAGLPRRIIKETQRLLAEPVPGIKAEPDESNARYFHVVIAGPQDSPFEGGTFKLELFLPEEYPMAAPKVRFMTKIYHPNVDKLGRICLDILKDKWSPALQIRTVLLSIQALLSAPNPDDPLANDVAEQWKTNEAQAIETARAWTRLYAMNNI
# 697 NFkB inh – inhibitors of the PMA/ionomycin-induced NF-kB reporter in 697 B cells; AID 435022; hit rate 0.33% among 330,000; inhibition, % at 4 µM; 697 B-cell NF-kB luciferase reporter, 16 h; in the data active = inhibition above about 35%
# CCR6 antagonist – antagonists of human CCR6 receptor; P51684; CHO-K1 CCR6 PathHunter beta-arrestin, luminescence, CCL20-stimulated; inhibition, % at 20 µM; hit rate 0.49% among 340,000;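 active = compounds whose inhibition of the agonist-driven luminescence signal at 20 µM reaches about 50%, limit read from the data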;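 note: cells stimulated with CCL20 at 14 nM final; plate controls were DMSO with CCL20 for no effect and DMSO without agonist for full effect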
# EBI2 antag – EBI2 (human) antagonism; P32249; hit rate 0.81% among 360,000; EBI2 beta-arrestin recruitment, luminescence, 7a,25-OHC stimulated; inhibition, % at 5 µM; in the data active = inhibition above about 38%;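 note: enzyme fragment complementation signal reports receptor beta-arrestin coupling in cells; 0% = agonist plus DMSO wells and 100% = wells without agonist; some results beyond the cut were filed as inactive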
# Target sequence (P32249 whole entry, looked up, the tested form may be a part): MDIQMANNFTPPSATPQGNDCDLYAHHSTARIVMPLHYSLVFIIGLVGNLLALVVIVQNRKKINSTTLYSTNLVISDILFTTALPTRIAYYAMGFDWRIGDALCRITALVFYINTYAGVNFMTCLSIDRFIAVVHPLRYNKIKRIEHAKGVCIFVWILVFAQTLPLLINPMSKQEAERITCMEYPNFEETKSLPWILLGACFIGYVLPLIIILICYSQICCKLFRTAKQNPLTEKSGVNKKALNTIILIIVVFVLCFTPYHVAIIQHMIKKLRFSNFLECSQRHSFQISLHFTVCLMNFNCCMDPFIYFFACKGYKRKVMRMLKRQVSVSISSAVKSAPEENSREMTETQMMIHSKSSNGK
# Jurkat NFkB inh – inhibitors of the PMA/ionomycin-induced NF-kB reporter in Jurkat cells. PMA/ionomycin-induced NF-kB luciferase reporter, luminescence. inhibition, % at 4 µM. hit rate 0.53% among 330,000. AID 435003
# Gli-Sufu block – antagonists of Gli-Sufu signaling | Sufu-KO-LIGHT fibroblasts, Gli luciferase reporter luminescence | inhibition, % at 5 µM | hit rate 0.74% among 340,000;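 active = inhibition above about 55%, limit read from the data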;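 note: 0% = DMSO-treated cells and 100% = wells with medium but no cells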
# An asterisk follows results filed as active; ? = inconclusive; . = not tested or not shown. Cut-off read from the data, not from the text of the source, unless noted: active = inhibition above about 50%; inactive = the rest. Some of the compounds tested. The share of hits here may be higher or lower than overall.
Structure,Apaf1 inhib,SENP8 inh,UBC13 inh,697 NFkB inh,CCR6 antagonist,EBI2 antag,Jurkat NFkB inh,Gli-Sufu block
CC(C)C[C@H](NC(=O)c1nc[nH]c1C(=O)NC1CCN(C(=O)OC(C)(C)C)CC1)C(=O)OCc1ccccc1,27,-6,-22,1,-25,2,11,-6
COc1ccc(C2C(C#N)=C(/N=C/N3CCN(C)CC3)OC3=C2C(=O)CC(C)(C)C3)cc1 (stereo not given),-3,0,7,8,-2,0,22,-10
CCCCc1nc2ccccc2n1CC(=O)NN,0,-2,-5,12,9,-3,10,1
O=C(O)c1ccc(-c2nc(-c3ccccc3Cl)cs2)cc1,7,95*,-4,-141,9,-2,-18,-2
COc1cccc2cc(C(=O)NCCc3ccccc3)oc12,9,-6,2,-31,19,5,-42,-41
COc1ccc(NC(=O)c2cc([N+](=O)[O-])ccc2N2CCCCC2)cc1,9,3,1,-12,29,16,3,-8
NNC(=O)C(=O)Nc1ccc(O)cc1,3,-8,4,4,-7,-3,-7,-2
O=S(=O)(Cc1cc(-c2ccc(Cl)cc2)no1)c1ccccc1,9,-3,4,-75,-7,3,-50,-61
COc1ccc(/C=C2\CCn3c2nc2cc(C(=O)O)ccc2c3=O)cc1OC,-14,6,3,23,18,0,5,6
CNC(=O)C1CC(=O)N(CCc2ccc(OC)cc2)C(=Nc2ccc(OC)cc2)S1 (stereo not given),9,-2,3,1,9,9,-6,1
CC1CCCC(NC(=O)c2ccc3snnc3c2)C1C (stereo not given),0,4,-3,-9,20,8,-10,-5
CCc1ccccc1Oc1ccc(S(=O)(=O)N2CCN(C)CC2)cn1,5,-3,2,-8,-7,0,-2,-7

# Whole records from above.
# Shown for NNC(=O)C(=O)Nc1ccc(O)cc1 → Apaf1 inhib: 3; SENP8 inh: -8; UBC13 inh: 4; 697 NFkB inh: 4; CCR6 antagonist: -7; EBI2 antag: -3; Jurkat NFkB inh: -7; Gli-Sufu block: -2
# Shown for CNC(=O)C1CC(=O)N(CCc2ccc(OC)cc2)C(=Nc2ccc(OC)cc2)S1 (stereo not given) → Apaf1 inhib: 9; SENP8 inh: -2; UBC13 inh: 3; 697 NFkB inh: 1; CCR6 antagonist: 9; EBI2 antag: 9; Jurkat NFkB inh: -6; Gli-Sufu block: 1

# The main list resumes, starting five compounds before the break.
Structure,Apaf1 inhib,SENP8 inh,UBC13 inh,697 NFkB inh,CCR6 antagonist,EBI2 antag,Jurkat NFkB inh,Gli-Sufu block
O=S(=O)(Cc1cc(-c2ccc(Cl)cc2)no1)c1ccccc1,9,-3,4,-75,-7,3,-50,-61
COc1ccc(/C=C2\CCn3c2nc2cc(C(=O)O)ccc2c3=O)cc1OC,-14,6,3,23,18,0,5,6
CNC(=O)C1CC(=O)N(CCc2ccc(OC)cc2)C(=Nc2ccc(OC)cc2)S1 (stereo not given),9,-2,3,1,9,9,-6,1
CC1CCCC(NC(=O)c2ccc3snnc3c2)C1C (stereo not given),0,4,-3,-9,20,8,-10,-5
CCc1ccccc1Oc1ccc(S(=O)(=O)N2CCN(C)CC2)cn1,5,-3,2,-8,-7,0,-2,-7
CCOC(=O)Nc1ccc2c(c1)nc(CN1CCOCC1)n2C,-1,-3,1,11,2,-6,7,-15
COC(=O)c1ccc(NC(=O)CCc2c(C)nc3ncnn3c2C)cc1,-4,-2,-1,14,6,4,0,-9
Cc1csc(NC(=O)c2ccc(Cl)nc2)n1,-2,-7,-5,-14,6,-6,-14,-33
COc1ccc(S(=O)(=O)N2CCOC2CNC(=O)C(=O)NCc2ccccc2OC)cc1 (stereo not given),12,5,-7,-14,-14,1,10,-16
COc1ccc(CC(=O)Nc2sc(Cc3ccccc3)c(C)c2C(N)=O)cc1,-6,0,10,8,14,18,8,-2
COC(=O)c1ccc(NC2=C(Cl)C(=O)OC2OC(=O)c2ccccc2)cc1 (stereo not given),7,-11,4,13,19,9,3,-1
Cn1cc(CN2CCC(n3nccc3NC(=O)C3CCCC3)CC2)cn1,-6,9,-9,14,12,2,9,1
O=C(Nc1ccc2nc(-c3cccnc3)[nH]c2c1)c1ccccc1F,6,-12,-2,6,-2,-8,-23,-2
O=C(CCn1nc(-c2ccc(Cl)cc2)c2ccccc2c1=O)NCC1CCCO1 (stereo not given),2,-7,-7,-4,7,3,-12,-3
O=C(Nc1ccc(Cl)cc1)NC1CCCCC1,4,0,2,-164,7,-8,-103,-95
COc1cc2c(cc1OC)C(c1cc(Br)ccc1O)N(C(C)=O)CC2 (stereo not given),-3,-1,-7,-5,7,-4,-3,2
CCOC(=O)c1ccccc1OCc1cc(/C=N/NC(=O)c2ccncc2)ccc1OC,-2,4,6,20,9,4,16,1
O=C(NC1CCCC1)C(c1cccnc1)N(C(=O)c1csnn1)c1ccccc1Cl (stereo not given),0,6,2,7,1,-3,2,-5
O=C(O)C1C2C=CC(C2)C1C(=O)NCCCN1CCOCC1 (stereo not given),-8,0,4,21,17,-8,9,-15
Cc1ccc2c(c1)COc1c3ccc(C(=O)N[C@@H](CO)C(C)C)cc3nn1-2,11,-8,10,-79,-3,-9,-77,-98
O=C(Nc1cc(S(=O)(=O)N2CCOCC2)ccc1N1CCOCC1)c1ccc(Cl)nc1,-19,-4,23,-3,9,3,9,-25
CCn1c(CSc2nc(C)cc(C)n2)nnc1SCC(N)=O,-7,-5,-3,0,3,2,-1,-3
COCCn1c(SCC(=O)Nc2ccc(OC)cc2OC)nc2ccccc2c1=O,-36,-8,3,-7,4,-11,-20,4
CC1Cc2cc(/C(O)=C3\C(=O)C(=O)N(Cc4ccncc4)C3c3ccccc3F)ccc2O1 (stereo not given),8,-16,-16,-22,23,0,-13,41
O=C(NCC1CCCO1)c1nn2c(C(F)(F)F)cc(-c3cccs3)nc2c1Br (stereo not given),2,1,6,15,5,-3,7,7
COc1cc(OC)cc(C(=O)NC(C(=O)NCCN(C)C)C23CC4CC(CC(C4)C2)C3)c1 (stereo not given),2,11,13,5,6,-3,-6,2
N[C@@H](Cc1c[nH]c2ccccc12)C(=O)O,-5,4,2,9,.,.,-12,.
CCCCn1c(N)c(N(C)C(=O)c2ccc(Br)o2)c(=O)[nH]c1=O,-4,5,3,-2,-4,-10,8,-1
COc1ccc(S(=O)(=O)N(CC(=O)NC2CCCCC2)c2ccc(F)cc2)cc1,21,-6,-8,-10,0,-15,1,-2
O=C1Nc2ccc(Br)cc2/C1=C/c1ccc(C(=O)O)cc1,8,-6,-10,-1,.,.,0,.
Cc1ccc(S(=O)(=O)Nc2ccccc2N(C)S(=O)(=O)c2ccc(C)cc2)cc1,17,-4,7,-7,16,-1,-12,2
O=P(O)(C(O)c1ccccc1)C(O)c1ccccc1 (stereo not given),-8,-4,4,13,-1,2,4,-2
COc1cc(/C=C(\C#N)c2nc3ccccc3n2C)cc(OC)c1O,-4,1,-110,17,32,15,-1,36
NC1=NC(=O)C(Cc2ccc(F)cc2)S1 (stereo not given),-11,-10,-1,-5,12,-9,-15,-20
COc1ccc(C(c2nnnn2Cc2cccs2)N2CCN(c3ccccc3F)CC2)cc1 (stereo not given),12,2,2,16,12,23,-1,13
O=C(NCC1CCCO1)c1ccc2ccccc2n1 (stereo not given),-13,-1,1,-20,-7,-1,-23,-14
O=C(NC(=S)Nc1ccc(N2CCOCC2)cc1)c1ccc2c(c1)OCCO2,1,-1,7,-43,15,12,5,-17
CCCCn1c(SCC(=O)Nc2cc(C)on2)nnc1-c1ccncc1,9,-10,-12,4,10,-7,7,-6
COc1ccc(-c2noc(N(C)CC(=O)Nc3cccc(C(F)(F)F)c3)n2)cc1,12,-8,9,-14,5,6,-24,0
N#Cc1c(N)nc2c(c1-c1ccncc1)CCCCC2,-10,7,2,9,17,-3,12,1
COc1ccc(OC)c(NC(=O)COC(=O)c2c(C)noc2C)c1,-1,-4,5,-1,8,-1,-1,-1
CCCN(CC(=O)Nc1ccccc1C)C(=O)c1ccc(S(=O)(=O)N2CCC(C)CC2)cc1,11,-4,2,-2,9,5,14,2
N#CC(C#N)=Cc1ccccc1OCc1ccccc1,8,-5,3,15,.,.,5,.
Oc1c(Cl)cc(Cl)cc1/C=N/NC(=S)NC1CC2C=CC1C2 (stereo not given),1,-32,-10,-24,26,2,1,-35
CCN(CC)CCCNC(=O)c1c(O)c2cc(F)cc3c2n(c1=O)C(C)CC3 (stereo not given),9,5,?,-1,4,3,-6,5
COCCNC(=O)C(c1ccc(F)cc1)N(Cc1ccco1)C(=O)CCC(=O)Nc1nccs1 (stereo not given),0,-13,-3,-6,3,-2,-10,-5
Cc1cccc(C)c1NC(=O)CN(C)CC(=O)Nc1ccccc1Br,5,-5,0,13,-9,-2,8,-1
Cc1cc(C)nc(/N=C2/NC(=O)CS2)n1,-11,-5,5,3,-2,-7,1,-4
CSc1n[nH]c(NCc2ccc(C)cc2)n1,2,-6,7,-30,9,-1,-22,-13
CCN(CC)CCN(C(=O)CN1C(=O)c2ccccc2C1=O)c1nc2cc3c(cc2s1)OCO3,23,8,6,-1,22,-8,-13,16
Cn1c(N)c(C(=O)COC(=O)c2ccc(F)cc2Cl)c(=O)n(C)c1=O,8,-14,-12,4,-6,2,-10,-2
COc1ccc(N2C(=O)/C(=C/c3ccc([N+](=O)[O-])cc3)C=C2c2ccccc2)cc1,0,1,-80,-7,18,26,6,-2
Cc1ccc(CNc2nc(C)nc3sc4c(c23)CCC4)cc1,-4,-4,3,-15,2,-8,27,39
O=C1C2CCCN2C(=O)N1CCCCN1CCN(CCO)CC1 (stereo not given),-6,-12,-12,-2,-4,-28,-4,-2
NC(N)=NC(N)=Nc1ccc(O)cc1,7,-12,-3,5,3,-3,-1,-10
CN(C)/C=C/c1onc(-c2c(F)cccc2Cl)c1C#N,2,2,-12,9,14,-6,5,-26
CC(C)=CCCC(C)NC(=O)NC1CCCCC1 (stereo not given),7,-3,1,17,-4,0,-15,5
CCN(CC(=O)NCc1ccc(Cl)cc1)C(=O)C(C)Sc1ccccc1 (stereo not given),26,-14,2,-15,13,11,-1,-1
CCc1ccc(C(=O)OCC(=O)c2c(N)n(CC(C)C)c(=O)n(C)c2=O)cc1,9,-3,8,-60,4,4,20,36
COc1ccc(-c2noc(Cc3ccccc3OC)n2)cc1,11,-14,3,-6,6,12,-11,2
Nc1nonc1C(=O)NCCNCc1cc(Br)ccc1OCc1ccccc1F,18,-14,4,-14,13,14,13,51
Cc1cccc(C)c1NC(=O)C1C2C=CC(C2)C1C(=O)NCc1ccccn1 (stereo not given),-20,-2,-3,-12,8,-7,-13,4
CN(C(=O)CC1C(=O)NCCN1Cc1ccccc1F)C1CCOCC1 (stereo not given),0,-12,2,5,21,11,5,-10
O/N=C/c1cn(-c2ccccc2)nn1,17,-10,3,10,0,1,-26,-5
O=[N+]([O-])c1ccc(CCNc2cccc3ccccc23)c([N+](=O)[O-])c1,8,36,-34,-22,5,-1,15,30

# The list goes on:
Structure,Apaf1 inhib,SENP8 inh,UBC13 inh,697 NFkB inh,CCR6 antagonist,EBI2 antag,Jurkat NFkB inh,Gli-Sufu block
CCc1ccc(CN(C)CC(=O)Nc2sccc2C#N)cc1,0,2,-5,-35,10,9,4,1
COC(=O)c1c(NC(C)=O)sc(C(=O)Nc2ccccc2)c1C,5,0,2,-65,4,-6,-51,-91
CCCCn1c(N)c(N(CCOC)C(=O)c2cccc(S(=O)(=O)N(C)c3ccccc3)c2)c(=O)[nH]c1=O,-9,-12,-7,-27,9,-9,-2,0
CCOC(=O)c1c(S(=O)(=O)NCC(=O)NCc2ccc(C)cc2)c(C)n(C)c1C,0,2,4,1,-7,0,7,-7
CCOc1cc(/C=N/Nc2nc(C)cc(=O)[nH]2)ccc1O,6,-8,-4,5,2,0,-6,13
c1cnc2ccc(C(c3nnnn3C3CCCCC3)N3CCCCC3)cc2c1 (stereo not given),-7,-7,-2,-19,3,3,-22,5
CS(=O)(=O)c1ccc(C(=O)OC2CCOC2=O)cc1[N+](=O)[O-] (stereo not given),2,-4,-4,-28,-11,3,-1,-4
CCC1SC(CC)C(=O)N(CC(=O)NCc2ccc(F)cc2)C1=O (stereo not given),4,-8,-18,18,4,-1,-9,8
